Source: PubChem (National Center for Advancing Translational Sciences (NCATS))
p53null 39C tox = p53 null cell cytotoxicity, nonpermissive temperature; Potency, µM (doses to about 46.1 µM), for the others: at the top dose activity, negative = cell killing, hits mostly cytotoxic; AID 904; H1299 p53-null (neo) cells, 39C, ATPlite viability, 24 h; 55,000 compounds, 0.97% hits;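 also: potency is read from the fitted curve at half-maximal effect; 0% = DMSO only and -100% = full killing by 100 µM tamoxifen; nearly all actives have a fitted effect of over 50% in size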
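Cells seeded at 600/well, 37C overnight. Compound added (up to 46 uM), plates shifted to 39C for 24 hr. ATPlite added, luminescence read after 20 min at room temperature.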
p53null 32C kill = selectivity test: cytotoxicity in p53 null cells, permissive temperature. H1299-neo p53 null cells, ATP luminescence, 24 h, 32C. Potency, µM (series often up to 46.1 µM), without a hit: at the highest dose activity change, negative = cytotoxicity, hits mostly cytotoxic. 55,000 compounds, 0.62% hits;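 also: potency is read from the fitted curve at half-maximal effect; 0% = DMSO only and -100% = full killing by 100 µM tamoxifen; nearly all actives have a fitted effect of over 55% in size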
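Cytotoxicity: H1299-neo (no p53), 32C, 24 h treatment. Concentrations up to 46 uM. Readout cellular ATP, luminescence. Normalization to DMSO basal and tamoxifen 100 uM maximal kill.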
B2AR arrestin ag = agonists recruiting beta-arrestin to human beta2-adrenergic receptor; P07550; HTLA Tango cells, beta-arrestin recruitment, luciferase luminescence, 18 h; Potency, µM (top dose mostly 46.1 µM), for the others: at the highest dose activation, hits mostly activators; 44,000 tested, under 10 active; AID 1347077;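 also: potency is read from the fitted curve at half-maximal effect; 0% = DMSO and full agonism = EC100 isoproterenol or metaproterenol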
Target sequence (P07550 whole entry, looked up): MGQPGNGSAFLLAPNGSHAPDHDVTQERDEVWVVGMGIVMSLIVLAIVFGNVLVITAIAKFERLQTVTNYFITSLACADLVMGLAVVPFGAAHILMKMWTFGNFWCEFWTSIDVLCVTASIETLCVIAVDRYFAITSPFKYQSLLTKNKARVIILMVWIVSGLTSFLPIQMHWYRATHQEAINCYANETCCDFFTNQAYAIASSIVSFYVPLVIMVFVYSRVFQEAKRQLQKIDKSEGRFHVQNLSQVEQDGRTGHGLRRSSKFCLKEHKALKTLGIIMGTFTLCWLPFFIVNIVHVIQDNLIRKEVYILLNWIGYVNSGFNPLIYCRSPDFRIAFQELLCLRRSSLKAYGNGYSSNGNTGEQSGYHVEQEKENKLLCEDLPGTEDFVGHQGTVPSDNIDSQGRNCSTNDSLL
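Tango cells (recombinant beta2-AR, beta-arrestin, tTA-driven luciferase), 1500/well in DMEM 1% FBS, treated 18 h at 37 °C with compounds up to 46 µM; luciferin mix added, luminescence read after 15 min; %activity curves fitted and curve-classed.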
PTAP-TSG101 blk = blocks PTAP binding to human TSG101, validation; Q99816; AID 1347069; Potency, µM (doses to about 115 µM), without a hit: top-dose activity change, negative = inhibition, hits mostly inhibitors; Fluorescence polarization, FITC-PTAP peptide/Tsg101, 20 min; 44,000 tested, under 10 active; also: potency is read from the fitted curve at half-maximal effect; 0% is about no effect
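Fluorescence polarization: Tsg101 binding domain (10 uM final) in 10 mM HEPES pH 7.5, 0.15 M NaCl, 0.01% Tween 20, 3 mM EDTA, 0.1 mM TCEP; compounds pinned; FITC-PTAP peptide 50 nM final; 20 min, r.t.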
GALK inhibitor = GALK (human) enzyme inhibition. P51570. recombinant GALK, Kinase-Glo ATP luminescence, 1 h. Potency, µM (doses to about 57.5 µM), for the others: at the highest dose activity, negative = inhibition, most hits filed as inhibitors. 44,000 tested, under 10 active;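 also: plate controls were full GALK reaction for no effect and reaction lacking GALK for full effect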
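Human GALK (5 nM) was incubated with 35 uM ATP and 100 uM galactose in 20 mM HEPES pH 8.0 with MgCl2, NaCl, DTT and BSA for 1 h at room temperature. Remaining ATP was measured by Kinase-Glo Plus luminescence.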
NTMT1 inh = blocks human N-terminal methyltransferase 1 activity; Q9BV86; NTMT1 MTase-Glo SAH luminescence, purified enzyme; Potency, µM (series often up to 114 µM), without a hit: at the top dose activity change, negative = inhibition, most hits filed as inhibitors; 59,000 compounds, 2.5% hits;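 also: potency is read from the fitted curve at half-maximal effect; plate controls were DMSO vehicle for no effect and no enzyme for full effect; nearly all actives have a fitted effect of over 65% in size; many of its hits are not listed in these tables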
FH mod = Identification of activators of human fumarate hydratase by quantitative high-throughput screening; Fumarate hydratase, mitochondrial (Homo sapiens), P07954; FH coupled MDH/diaphorase resazurin fluorescence, 15 min; Potency, µM (titrated, usually from 79.9 µM), inactives show at the top dose activity change, negative = inhibition, actives largely listed as inhibitors; 54,000 compounds, 0.22% hits; AID 1347055, 2019; also: potency is read from the fitted curve at half-maximal effect; % is scaled to controls: 0 for no effect and ±100 for the full control effect; the screen sought activators but most active calls are inhibition curves; nearly all actives have a fitted effect of over 45% in size
Target sequence (P07954 whole entry, looked up): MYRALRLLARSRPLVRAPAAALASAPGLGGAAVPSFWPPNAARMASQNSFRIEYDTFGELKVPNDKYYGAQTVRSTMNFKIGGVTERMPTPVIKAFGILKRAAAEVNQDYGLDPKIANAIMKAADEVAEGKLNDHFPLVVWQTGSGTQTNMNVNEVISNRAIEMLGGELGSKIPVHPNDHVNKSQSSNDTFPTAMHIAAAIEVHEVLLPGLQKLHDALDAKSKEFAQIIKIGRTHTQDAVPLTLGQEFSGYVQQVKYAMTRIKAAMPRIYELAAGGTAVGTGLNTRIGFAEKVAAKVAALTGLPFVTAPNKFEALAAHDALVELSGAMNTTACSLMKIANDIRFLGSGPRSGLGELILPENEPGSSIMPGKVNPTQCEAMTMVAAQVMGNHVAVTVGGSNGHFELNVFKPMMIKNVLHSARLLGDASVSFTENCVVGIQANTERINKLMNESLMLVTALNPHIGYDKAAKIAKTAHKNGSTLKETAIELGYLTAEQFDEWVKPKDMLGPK
* marks the source's active call; other numbers are inactive results; ? = inconclusive; nt = no result given; [ ] = dose if it differs, or a comment. Calls follow the shape of the dose curve; as a rule, active = well fitted curve in the direction sought with a large enough effect; inconclusive = small, poorly fitted or top-dose-only effect, or another doubt; inactive = no such curve, though single readings can be large; an effect the other way counts as inactive or inconclusive. These rows are one share of the data; rates above refer to the full screens.

SMILES | p53null 39C tox | p53null 32C kill | B2AR arrestin ag | PTAP-TSG101 blk | GALK inhibitor | NTMT1 inh | FH mod
COC(=O)c1ccccc1NC(=O)c1cc2nc(-c3ccccc3)cc(-c3ccccc3)n2n1 | ? | 3% | 0% | -6% | -6% | 7% | 2%
COc1cccc(C(=O)NC(=NCCc2c[nH]c3ccc(OC)cc23)Nc2nc(C)cc(C)n2)c1 | -8% | -13% | -2% | -3% | 0% | 20% | -9%
COc1ccc2oc(=O)c(C(=O)NCCc3c(C)[nH]c4c(C)cccc34)cc2c1 | -23% | 8% | 0% | -3% | 0% | 13% | -18%
Cc1[nH]c2ccccc2c1C1(O)C(=O)N(Cc2ccccc2)c2ccc(Cl)cc21 (stereo unspecified) | ? | 28% | 0% | -12% | 5% | 6% | ?
Cc1ccc(C2Nc3ccccc3-n3c(-c4ccccc4)c4c(=O)n(C)c(=O)n(C)c4c32)o1 (stereo unspecified) | 2% | 4% | -4% | 2% | 2% | nt | nt
CCC(C)NC(=O)Cn1c(=O)n(-c2ccc(Cl)c(Cl)c2)c(=O)c2c(C)c(C(=O)N(CC)CC)sc21 (stereo unspecified) | 2% | -5% | -3% | 3% | -2% | 4% | 2%
O=c1oc2c3c(ccc2c2ccccc12)OCN(Cc1cccc(Cl)c1)C3 | 14% | -8% | 1% | 3% | -1% | -19% | ?
CCOc1ccc(N2CC(NC(=O)c3ccc(S(=O)(=O)N4CCOCC4)cc3)CC2=O)cc1 (stereo unspecified) | -4% | 4% | -3% | -2% | -7% | 0% | 10%
CSc1ccc(C2c3c(oc4cc(C)cc(C)c4c3=O)C(=O)N2CCO)cc1 (stereo unspecified) | -12% | -10% | -1% | -3% | 1% | 3% | -8%
Cc1ccc2[nH]c3c(=O)n(CC(=O)Nc4ccc(Br)cc4C)ncc3c2c1 | 0% | 7% | -1% | -4% | ? | -13% | 6%
O=C(CCCn1c(=O)c2cccn2c2ccc(F)cc21)NCc1ccc(Cl)cc1 | -15% | -1% | 0% | 1% | 1% | -17% | -5%
Cc1ccc(Cl)cc1NC(=O)Cn1c(=O)cc(C)c2c(C)nn(C)c21 | -4% | -5% | -1% | -1% | 1% | -1% | -14%
Cc1csc2nc(COc3ccccc3NC(=O)c3ccccc3Cl)cc(=O)n12 | -12% | -7% | 1% | -4% | -3% | 7% | 1%
CCOc1ccc(NC(=O)CN(Cc2ccccc2)S(=O)(=O)c2ccc(Cl)cc2)cc1 | -6% | 2% | 1% | -1% | -4% | ? | 2%
CCN1CCN(c2cc(C)c3cc(NC(=O)c4cccc(C(F)(F)F)c4)ccc3n2)CC1 | -4% | 2% | 0% | 1% | 6% | -3% | -3%
Cc1nc(N2CCOCC2)c2c(C(=O)N3CCN(c4cccc(C)c4C)CC3)c(C)oc2n1 | -8% | 8% | 0% | -1% | 3% | -1% | -26%
CCOC(=O)c1c(NC(C)=O)c2c3c(sc2n1Cc1cc(C)ccc1C)CCCC3 | 1% | 6% | -2% | 0% | 1% | -13% | 3%
COc1cccc(C(=O)NC2(C(F)(F)F)C(=O)Nc3c2c(=O)[nH]c(=O)n3-c2ccc(C)cc2)c1 (stereo unspecified) | 3% | 5% | -2% | -3% | 5% | -1% | 2%
CCCOc1cccc(C(=O)Nc2cc(-c3nc4ccccc4[nH]3)ccc2C)c1 | ? | -2% | 0% | 0% | -1% | 2% | ?
COc1ccccc1-c1noc(-c2ccc(N3CCN(C)CC3)c([N+](=O)[O-])c2)n1 | -28% | -16% | -2% | 1% | 3% | ? | -30%
Cc1ccc(CNc2ncccc2-c2nc(-c3ccc(Cl)cc3)no2)cc1 | -16% | -3% | -2% | 0% | 1% | 3% | -5%
Cn1c(=O)oc2cc(S(=O)(=O)NC(Cc3ccccc3)C(=O)NCc3ccc(F)cc3)ccc21 (stereo unspecified) | -20% | -7% | -1% | -2% | 11% | 9% | 9%
CNC(=O)c1c(NC(=O)c2ccc(S(=O)(=O)N3CCC(C)CC3)cc2)sc2c1CCC2 | 1% | -8% | -1% | 2% | -2% | -7% | -31%
Cc1ccc(C)c(-c2ccc(=O)n(C(C)C(=O)Nc3ccccc3C(F)(F)F)n2)c1 (stereo unspecified) | -14% | -4% | 0% | -9% | 3% | -2% | -3%
COc1ccccc1C(=O)Nc1c(C(=O)N(CCN(C)C)Cc2ccco2)oc2ccccc12 | ? | 21% | 0% | 1% | 0% | -4% | -20%
COc1cccc(CNC(=O)C2CCCN(c3nnc(-n4c(C)ccc4C)s3)C2)c1OC (stereo unspecified) | -4% | -9% | -1% | 0% | -5% | 6% | -9%
Cn1c(=O)c2c(-c3ccc(Br)cc3)n(Cc3ccc(F)cc3)cc2n(C)c1=O | 37%[activator] | 17% | -2% | -3% | -14% | -5% | -8%
Cc1cccc(-n2ncc3c(N4CCCC(C)C4)ncnc32)c1 (stereo unspecified) | 2µM* | 3.2µM* | -2% | -2% | 3% | ? | -23%
CCc1cccc(NC(=O)CN(C)S(=O)(=O)c2ccc3c(c2)n(C)c(=O)c(=O)n3C)c1 | -10% | 0% | 1% | 3% | -2% | -9% | -20%
Fc1ccccc1N1CCN(c2ncnc3c2nc2n3CCCC2)CC1 | 4% | 4% | -1% | -4% | 0% | -2% | -4%
CCc1ccc(S(=O)(=O)n2ccnc2)cc1 | -10% | 1% | 0% | -1% | 0% | 12% | 6%
COc1cccc(-n2cc(C(=O)NCc3ccc(C)cc3)c3ccccc3c2=O)c1 | 159%[activator] | 4% | 0% | 1% | 4% | -13% | ?
Cc1ccccc1OCc1ccc(-c2nc(C#N)c(N3CCN(C)CC3)o2)o1 | -10% | -14% | -4% | -7% | 2% | -3% | ?
CCc1ccc(NC(=O)CN2C(C(=O)OC)=C(c3ccccc3)c3ccccc3S2(=O)=O)cc1 | -4% | 8% | -2% | 2% | 5% | 15% | -18%
COc1cccc2c1ncc1c(-c3ccc(C)cc3)nn(-c3cccc([N+](=O)[O-])c3)c12 | 2% | -7% | -1% | -3% | 0% | -2% | 1%
CCOc1ccc(CN2C(=O)c3ccccc3Sc3ccc(C(=O)NCc4ccco4)cc32)cc1 | 6% | 46%[activator] | 0% | -9% | 7% | 9% | -16%
COc1cc2c(cc1OC)C(COc1ccc3c(C)cc(=O)oc3c1)N(C(=O)c1cccc(C)c1)CC2 (stereo unspecified) | -14% | -1% | 0% | 0% | -3% | 3% | 1%
Oc1ccc(NCc2ccccc2OCc2ccccc2F)cc1 | -26% | -2% | 0% | -11% | 0% | ? | ?
Cc1ccc2nc(-c3ccc(C)c(NC(=O)CSc4ccc(Cl)cc4)c3)oc2c1 | -16% | -20% | 1% | -3% | 2% | 9% | 3%
Cc1nnc(SCc2cc(=O)n3c(C)cccc3n2)s1 | 14% | 5% | 0% | 2% | -3% | -1% | ?
COc1cccc(CNC(=O)c2ccc3c(c2)nc2n3CCOC2)c1 | -5% | -1% | -1% | -1% | -9% | 9% | 0%
COc1ccc(-c2cn3nc(N4CCCC(C(=O)NCc5ccccc5OC)C4)sc3n2)cc1 (stereo unspecified) | -14% | -2% | -1% | -2% | 2% | ? | -1%
O=C(Nc1c(C(=O)c2ccc(Cl)cc2)oc2ccccc12)c1cc(=O)c2ccccc2o1 | 16% | 6% | 0% | 2% | 3% | 8% | -10%
Clc1cccc(CSc2ccc(-c3cccs3)nn2)c1 | -8% | -8% | -1% | -6% | 0% | -1% | -16%
COc1ccc(NC(=O)c2c(-c3ccccc3)c(-c3ccccc3)nn(C)c2=O)cc1OC | -21% | -1% | 1% | 2% | 7% | -5% | -2%

Complete entries, quoted from the list.
Results for COc1ccc(NC(=O)c2c(-c3ccccc3)c(-c3ccccc3)nn(C)c2=O)cc1OC → p53null 39C tox: -21%; p53null 32C kill: -1%; B2AR arrestin ag: 1%; PTAP-TSG101 blk: 2%; GALK inhibitor: 7%; NTMT1 inh: -5%; FH mod: -2%
Results for CCc1ccc(S(=O)(=O)n2ccnc2)cc1 → p53null 39C tox: -10%; p53null 32C kill: 1%; B2AR arrestin ag: 0%; PTAP-TSG101 blk: -1%; GALK inhibitor: 0%; NTMT1 inh: 12%; FH mod: 6%

Next part:
SMILES | p53null 39C tox | p53null 32C kill | B2AR arrestin ag | PTAP-TSG101 blk | GALK inhibitor | NTMT1 inh | FH mod
Cc1ccc2c(c1)cc1c(=O)n(CC(=O)NC(C)CCc3ccccc3)nc(C)n12 (stereo unspecified) | 11% | -5% | -1% | 0% | 10% | -4% | -3%
Cc1cccc(S(=O)(=O)c2cn(Cc3ccccc3)c3cc(N4CCC(C)CC4)c(F)cc3c2=O)c1 | 1% | 6% | 0% | 1% | 1% | 5% | -16%
O=C(NCc1ccccc1)c1ccc2oc(=O)n(Cc3ccccc3)c2c1 | -14% | -1% | 0% | -8% | 0% | 6% | -13%
CCOc1cc(CNC(=O)c2ccc(C)c(NC(=O)c3nsc4ccccc34)c2)ccc1OC | -3% | 19% | 0% | 0% | -1% | -3% | -23%
CC(C)COc1ccc(C(=O)Nc2cc3nn(-c4ccccc4)nc3cc2Cl)cc1 | 15% | 4% | -2% | 1% | 2% | 4% | 4%
COc1ccc2c(c1)c1c(c(=O)n(-c3cc(Cl)ccc3C)c(=O)n1CC(=O)N1CCCC1)n2C | 8% | 4% | -1% | 0% | -2% | -5% | -11%
CC(=O)c1ccc(NC(=O)Cn2c(=O)cc(C)c3c(C)nn(-c4cccc(F)c4)c32)cc1 | -1% | 0% | 0% | -3% | 0% | 3% | 11%
O=C(CCn1nc(-c2ccc(Cl)cc2)c2ccccc2c1=O)Nc1ccc(OC(F)(F)F)cc1 | -3% | -18%[9.22 µM] | 0% | -3% | 2% | 19% | -25%
Cc1cccc(NC(=O)Cc2ccc(-n3c(C)nc4cccnc43)cc2)c1C | 27% | 6% | -2% | 0% | 3% | -17% | 1%
CCc1ccc(NC(=O)C(=O)NCC(c2ccc3c(c2)OCO3)N2CCOCC2)cc1 (stereo unspecified) | -5% | 0% | 1% | 1% | 2% | -4% | 6%
COc1ccc(-n2nc3cc(C)c(NC(=O)Cc4ccc(Cl)cc4)cc3n2)cc1 | -13% | 1% | 0% | 4% | 1% | 15% | -28%
Cc1coc2c(C)c3oc(=O)c(CCC(=O)NCCc4ccc(Cl)cc4)c(C)c3cc12 | -9% | -7% | -1% | -3% | -6% | 7% | 2%
CC1CCc2onc(C(=O)N3CCN(c4ccccc4)CC3)c2C1 (stereo unspecified) | -13% | 1% | 0% | -2% | 2% | ? | -13%
